Compound activity deposited in PubChem by National Center for Advancing Translational Sciences (NCATS).
A350 autofl – A350 region autofluorescence; Compound autofluorescence, 340/450 nm, Alexa 350 dye-equivalents; hits give high values; max dye-equivalent concentration, M; 11% of 59,000 active; AID 590; in the data active = max dye-equivalent concentration above about 10 nM; inconclusive = mostly about 1.1 nM to 9.6 nM
Texas Red fluor – compound fluoresces in the Texas Red spectral region | 0.06% of 59,000 active | AID 587 | max dye-equivalent concentration, M | Compound fluorescence, Texas Red channel, 547/618 nm; hits give high values; in the data active = max dye-equivalent concentration above about 10 nM; inconclusive = between about 1.1 nM and that limit
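qHTS profiling of intrinsic compound fluorescence; 100 mM Tris pH 8.0; 15 min RT; ex 547 / em 618 nm; response expressed as Texas Red dye-equivalent concentration from six-point plate standard.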
Caspase-7 inhib – blocks human caspase-7 allosterically or competitively | P55210 | recombinant caspase-7, Ac-DEVD-AFC fluorescence rate | Potency, µM (highest dose often 57.5 µM), inactives show at the top dose activity change, negative = inhibition, usual class: inhibitors | 0.02% of 75,000 active; active = well fitted inhibition curve with a large enough effect in the main read-out, with a control signal flat, not every such curve was filed as active; inconclusive = small, poorly fitted or top-dose-only effect, or a change in a side signal; note: potency is the fitted concentration of half-maximal effect; % of control where 0% means no effect
Rhodamine autofl – compound autofluorescence in rhodamine spectral region; Rhodamine-region fluorescence, 547/598 nm, Tris buffer; hits give high values; 0.05% of 59,000 active; max dye-equivalent concentration, M; in the data active = max dye-equivalent concentration above about 11 nM; inconclusive = between about 1.1 nM and that limit
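qHTS spectral profiling of compounds without any target or enzyme present, in pH 8.0 Tris buffer; plates were read after a 15-minute room-temperature incubation using the rhodamine-region filter set.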
FLuc inh – blocks Photinus pyralis firefly luciferase activity; 2.2% of 72,000 active; AID 411; purified firefly luciferase, luminescence, 8 min; Potency, µM (doses to about 57.1 µM), inactives show top-dose activity change, negative = inhibition, most hits filed as inhibitors; note: potency is the fitted concentration of half-maximal effect; % is set by controls: 0 for no effect and ±100 for the full control effect; nearly all actives have a fitted effect of over 40% in size
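Firefly luciferase (PKLight detection mix) with 10 uM ATP in pH 7.2 imidazole buffer (KCl, MgCl2, Tween 20, BSA). Compounds tested across a concentration series (qHTS). Luminescence read after 8 min at ambient temperature.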
Tau filament bind – binders of human tau filaments; P10636; recombinant tau filaments, thioflavin S fluorescence, 15 h; filaments grown with octadecylsulfate alongside compound; Potency, µM (highest dose often 57.1 µM), inactives show at the top dose activity change, negative = inhibition; 2% of 71,000 active;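 note: potency is the fitted concentration of half-maximal effect; % is set by controls: 0 for no effect and ±100 for the full control effect; actives lower thioflavin S fluorescence by blocking filaments or displacing dye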
Target sequence (P10636 whole entry, looked up): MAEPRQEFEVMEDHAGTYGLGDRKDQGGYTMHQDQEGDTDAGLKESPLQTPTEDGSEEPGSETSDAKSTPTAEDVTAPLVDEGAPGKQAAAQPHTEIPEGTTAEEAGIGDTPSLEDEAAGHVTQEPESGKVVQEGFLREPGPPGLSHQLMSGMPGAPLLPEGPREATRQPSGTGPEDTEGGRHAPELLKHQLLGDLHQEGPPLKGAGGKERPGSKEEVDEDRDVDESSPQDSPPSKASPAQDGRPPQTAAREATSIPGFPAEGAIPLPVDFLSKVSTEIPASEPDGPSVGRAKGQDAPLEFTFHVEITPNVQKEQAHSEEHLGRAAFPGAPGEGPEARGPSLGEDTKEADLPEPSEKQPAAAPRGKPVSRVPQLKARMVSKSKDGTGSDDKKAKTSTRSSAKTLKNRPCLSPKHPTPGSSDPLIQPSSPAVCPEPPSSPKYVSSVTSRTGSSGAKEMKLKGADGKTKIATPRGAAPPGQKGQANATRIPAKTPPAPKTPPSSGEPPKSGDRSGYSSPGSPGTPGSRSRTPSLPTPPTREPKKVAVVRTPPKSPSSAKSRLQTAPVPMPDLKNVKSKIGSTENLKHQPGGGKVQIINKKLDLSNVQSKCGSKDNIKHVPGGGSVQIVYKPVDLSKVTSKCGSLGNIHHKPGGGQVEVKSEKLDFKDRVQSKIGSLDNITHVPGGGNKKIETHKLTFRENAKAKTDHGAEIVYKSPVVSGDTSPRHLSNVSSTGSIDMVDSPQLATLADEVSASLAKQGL
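Assay mix: 1 uM His-tagged tau, 30 uM sodium octadecylsulfate, thioflavine S dye in HEPES/NaCl/DTT buffer. Compound is added prior to the inducer. Fluorescence after 15 h at 37 C.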
HEK293 cAMP cs – raises cAMP in parental HEK293 cells, TSHR agonist counter-screen. parental HEK293 CNG cAMP sensor, membrane potential fluorescence. Potency, µM (top dose mostly 57.1 µM), for the others: at the highest dose activation, usual class: activators. 2.5% of 73,000 active; note: potency is the fitted concentration of half-maximal effect; % of control where 0% means no effect; nearly all actives have a fitted effect of over 55% in size
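Parental HEK 293 cells stably expressing a modified CNG channel (no TSHR) report cAMP rise as membrane depolarization. Membrane potential dye with 100 uM RO 20-1724 was loaded for 60 min at room temperature, then compound added for 30 min; fluorescence read at 590 nm.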
ERK AVP inh – inhibitors of vasopressin-stimulated ERK signaling pathway; 0.99% of 72,000 active; HEK293-V1b, vasopressin-stimulated pERK AlphaScreen; Potency, µM (doses to about 57.5 µM), for inactives: top-dose activity, negative = inhibition, actives largely listed as inhibitors; note: potency is the fitted concentration of half-maximal effect; % is set by controls: 0 for no effect and ±100 for the full control effect; nearly all actives have a fitted effect of over 55% in size
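Overnight-seeded V1b-HEK293 cells in 1% FBS got compound, then vasopressin (25 nM final, 5 min, 37C), then lysis buffer. AlphaScreen detection of phospho-ERK; activity normalized to basal and full-stimulation controls.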
4MU fluor – compounds fluorescent in 4-MU spectral region. 11% of 59,000 active. compound autofluorescence, 340/450 nm, 4-MU equivalents; hits give high values. max dye-equivalent concentration, M. AID 589; in the data active = max dye-equivalent concentration above about 10 nM; inconclusive = mostly about 1.1 nM to 9.6 nM
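Compounds in 100 mM Tris, pH 8.0, incubated 15 min at room temperature, then fluorescence read at 340 nm excitation/450 nm emission. Signal converted to 4-MU dye-equivalent concentration using an on-plate six-point 4-MU standard curve.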
Caspase-1 inhib – caspase-1 (human) inhibition, allosteric or competitive. Potency, µM (series often up to 57.5 µM), without a hit: at the highest dose activity change, negative = inhibition, hits mostly inhibitors. 0.03% of 75,000 active. Caspase-1 enzyme, Ac-WEHD-AFC fluorogenic rate. AID 900;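 note: potency is the fitted concentration of half-maximal effect; plate controls were vehicle for no effect and no substrate for full effect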
Target sequence (P29466 120-297 limits assumed): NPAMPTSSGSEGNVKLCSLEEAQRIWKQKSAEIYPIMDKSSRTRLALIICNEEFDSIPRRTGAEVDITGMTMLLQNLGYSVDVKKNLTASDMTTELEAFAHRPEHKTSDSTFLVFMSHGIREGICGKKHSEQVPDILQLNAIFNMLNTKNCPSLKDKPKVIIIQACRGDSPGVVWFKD
Target sequence (P29466 317-404 limits assumed): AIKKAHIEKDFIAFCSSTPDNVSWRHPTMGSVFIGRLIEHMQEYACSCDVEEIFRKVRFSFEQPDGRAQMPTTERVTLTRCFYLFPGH
Fluorescein autfl – fluorescein region autofluorescence. Compound autofluorescence, 480/540 nm, fluorescein-equivalent; hits give high values. max fluorescein-equivalent concentration, M. AID 593. 0.91% of 59,000 active; in the data active = max fluorescein-equivalent concentration above about 10 nM; inconclusive = between about 1.1 nM and that limit
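Spectral profiling of library compounds in the fluorescein window (480 nm excitation, 540 nm emission) after 15 min at room temperature in pH 8.0 Tris (100 mM). Values are dye-equivalent concentrations.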
Active calls of the source: *; [ ] = dose if it differs, or a comment. Unless noted, calls come from the whole dose curve; as a rule, active = well fitted curve in the direction sought with a large enough effect; inconclusive = small, poorly fitted or top-dose-only effect, or another doubt; inactive = no such curve, though single readings can be large; an effect the other way counts as inactive or inconclusive. Not all compounds are listed; count on the stated rates, not on these rows.

`CCCS(=O)(=O)N1CCCC(C(=O)NCCCN2CCN(c3ccc(F)cc3)CC2)C1` (stereo not given) gave A350 autofl inactive, Texas Red fluor inactive, Caspase-7 inhib 2%, Rhodamine autofl inactive, FLuc inh 0%, Tau filament bind 0%, HEK293 cAMP cs inconclusive, ERK AVP inh 2%, 4MU fluor inactive, Caspase-1 inhib 0% and Fluorescein autfl inactive.
CCOC(=O)COc1ccc(S(=O)(=O)NCc2ccncc2)cc1 was read as A350 autofl inactive, Texas Red fluor inactive, Caspase-7 inhib 1%, Rhodamine autofl inactive, FLuc inh 1%, Tau filament bind -5%, HEK293 cAMP cs 15%, ERK AVP inh -9%, 4MU fluor inactive, Caspase-1 inhib -2% and Fluorescein autfl inactive.
`CCNc1nc(C)c2cc(Br)c(=O)n(CC)c2n1` gave Caspase-7 inhib -1%, FLuc inh 1%, Tau filament bind 29%, HEK293 cAMP cs -3%, ERK AVP inh inconclusive and Caspase-1 inhib -2%.
CCOC(=O)C1CCN(C(=O)Cn2cc(C#N)c3ccccc32)CC1 was read as A350 autofl inconclusive, Texas Red fluor inactive, Caspase-7 inhib 0%, Rhodamine autofl inactive, FLuc inh 3%, Tau filament bind -4%, HEK293 cAMP cs -2%, ERK AVP inh -7%, 4MU fluor inconclusive, Caspase-1 inhib -1% and Fluorescein autfl inactive.
`N#Cc1nc(COc2ccc(Br)cc2)oc1N1CCCC1` gave A350 autofl inactive, Texas Red fluor inactive, Rhodamine autofl inactive, FLuc inh 0%[25.5 µM], 4MU fluor inactive and Fluorescein autfl inactive.
COC(=O)[C@@]1(Cc2ccccc2)[C@H]2c3cc(C(=O)N4CCCC4)n(Cc4ccc(S(C)(=O)=O)cc4)c3C[C@H]2CN1C(=O)c1ccccc1 was read as Caspase-7 inhib -9%, Tau filament bind 8%, HEK293 cAMP cs 7.9µM*, ERK AVP inh 25% and Caspase-1 inhib -6%.
For Cc1sc2nc(SCC(=O)Nc3c(C)n(C)n(-c4ccccc4)c3=O)n(C)c(=O)c2c1C the results were A350 autofl inconclusive, Texas Red fluor inactive, Caspase-7 inhib -10%, Rhodamine autofl inactive, FLuc inh 1%, Tau filament bind -20%, HEK293 cAMP cs -1%, ERK AVP inh 10%, 4MU fluor inconclusive, Caspase-1 inhib -2% and Fluorescein autfl inconclusive.
Screening CCOc1ccc(C(=O)Nc2c(C(N)=O)oc3ccccc23)cc1 returned A350 autofl inactive, Texas Red fluor inactive, Caspase-7 inhib -2%, Rhodamine autofl inactive, FLuc inh inconclusive, Tau filament bind 110%, HEK293 cAMP cs -8%, ERK AVP inh -2%, 4MU fluor inactive, Caspase-1 inhib -1% and Fluorescein autfl inactive.
For Cc1ccc(Cn2ccc(NC(=O)c3cc(-c4cccs4)on3)n2)cc1 the results were A350 autofl inactive, Texas Red fluor inactive, Caspase-7 inhib -2%, Rhodamine autofl inactive, FLuc inh -10%, Tau filament bind 149%, HEK293 cAMP cs 20%, ERK AVP inh -13%, 4MU fluor inactive, Caspase-1 inhib -3% and Fluorescein autfl inactive.
For CC1CCCC(C(=O)OCc2ccccc2)N1 (stereo not given) the results were A350 autofl inconclusive, Texas Red fluor inactive, Caspase-7 inhib 0%, Rhodamine autofl inactive, FLuc inh 1%, Tau filament bind 1%, HEK293 cAMP cs 18%, ERK AVP inh -21%, 4MU fluor inconclusive, Caspase-1 inhib -3% and Fluorescein autfl inconclusive.

Two compounds drawn at random from the list so far, as already listed:
Screening CCOc1ccc(C(=O)Nc2c(C(N)=O)oc3ccccc23)cc1 returned A350 autofl inactive, Texas Red fluor inactive, Caspase-7 inhib -2%, Rhodamine autofl inactive, FLuc inh inconclusive, Tau filament bind 110%, HEK293 cAMP cs -8%, ERK AVP inh -2%, 4MU fluor inactive, Caspase-1 inhib -1% and Fluorescein autfl inactive.
For Cc1ccc(Cn2ccc(NC(=O)c3cc(-c4cccs4)on3)n2)cc1 the results were A350 autofl inactive, Texas Red fluor inactive, Caspase-7 inhib -2%, Rhodamine autofl inactive, FLuc inh -10%, Tau filament bind 149%, HEK293 cAMP cs 20%, ERK AVP inh -13%, 4MU fluor inactive, Caspase-1 inhib -3% and Fluorescein autfl inactive.

The listing continues:
For CC(=NCc1ccccc1)C1=C(O)COC1=O the results were Caspase-7 inhib 0%, FLuc inh 2%, Tau filament bind -4%, HEK293 cAMP cs -1%, ERK AVP inh -18% and Caspase-1 inhib -3%.
`N#Cc1c(NCCCO)nc(-c2ccccc2)c2c1CCCC2` gave A350 autofl 2.9e-07M*, Texas Red fluor inactive, Rhodamine autofl inactive, FLuc inh 2%[25.5 µM], 4MU fluor 2.5e-07M* and Fluorescein autfl inactive.
Cn1c(=O)c2c(SCC(=O)N3CCCc4ccccc43)nc(C3CC3)nc2n(C)c1=O was read as Caspase-7 inhib 2%, FLuc inh 2%, Tau filament bind 40%, HEK293 cAMP cs inconclusive and Caspase-1 inhib -2%.
c1ccc(Cn2ncc3c2ncn2nc(-c4ccncc4)nc32)cc1 was read as A350 autofl inactive, Texas Red fluor inactive, Caspase-7 inhib -1%, Rhodamine autofl inactive, FLuc inh -2%, Tau filament bind -2%, HEK293 cAMP cs 0%, ERK AVP inh 8%, 4MU fluor inactive, Caspase-1 inhib -1% and Fluorescein autfl inactive.
COc1ccc(-c2cc(C(=O)NCCc3ccccc3)no2)cc1OC was read as A350 autofl inactive, Texas Red fluor inactive, Caspase-7 inhib 2%, Rhodamine autofl inactive, FLuc inh 0%, Tau filament bind 8%, HEK293 cAMP cs 4%, ERK AVP inh -8%, 4MU fluor inactive, Caspase-1 inhib 0% and Fluorescein autfl inactive.
Cc1nnc(NC(=O)CSc2nc3c(c(=O)n2CCc2ccccc2)SC(C)C3)s1 (stereo not given) was read as Caspase-7 inhib -13%, FLuc inh 1%, Tau filament bind -6%, HEK293 cAMP cs -1% and Caspase-1 inhib -9%.
O=C(c1cnccn1)N1CCC[C@@]2(CCN(Cc3ccncc3)C2)C1 was read as A350 autofl inactive, Texas Red fluor inactive, Caspase-7 inhib 0%, Rhodamine autofl inactive, FLuc inh 0%[11.4 µM], Tau filament bind 3%, HEK293 cAMP cs inconclusive, ERK AVP inh 11%, 4MU fluor inactive, Caspase-1 inhib -3% and Fluorescein autfl inactive.
For CCCC(c1nnnn1C(C)(C)CC)N(CCCO)Cc1cc2cc(C)cc(C)c2[nH]c1=O (stereo not given) the results were A350 autofl inconclusive, Texas Red fluor inconclusive, Caspase-7 inhib 5%, Rhodamine autofl inactive, FLuc inh 0%, Tau filament bind 20%, HEK293 cAMP cs inconclusive, ERK AVP inh -20%, 4MU fluor inconclusive, Caspase-1 inhib 0% and Fluorescein autfl inactive.
Screening COc1ccc(OC)c(C(C)NC(C)=O)c1 (stereo not given) returned Caspase-7 inhib 1%, FLuc inh 3%, Tau filament bind -10%[11.4 µM], HEK293 cAMP cs 1%[11.4 µM], ERK AVP inh -6% and Caspase-1 inhib 0%.
`Cc1cc(=O)oc2c(N)c(O)ccc12` gave Caspase-7 inhib -2%, FLuc inh 1%, Tau filament bind -13%, HEK293 cAMP cs -5% and Caspase-1 inhib -4%.
For Cc1cnc(CNc2ncnc3ccc(-c4ccccc4CN(C)C)cc23)cn1 the results were A350 autofl inconclusive, Texas Red fluor inactive, Caspase-7 inhib -2%, Rhodamine autofl inactive, FLuc inh 1%[2.29 µM], Tau filament bind -15%, HEK293 cAMP cs 16%, ERK AVP inh -24%, 4MU fluor inactive, Caspase-1 inhib 1% and Fluorescein autfl inconclusive.
`COc1cccc(-n2c(C)nc3c(cnn3-c3ccc(Cl)cc3)c2=O)c1` gave A350 autofl inactive, Texas Red fluor inactive, Caspase-7 inhib 0%, Rhodamine autofl inactive, FLuc inh 1%, Tau filament bind 8%, HEK293 cAMP cs inconclusive, ERK AVP inh 5%, 4MU fluor inactive, Caspase-1 inhib 1% and Fluorescein autfl inactive.
Screening CCN(CC)S(=O)(=O)c1ccc2oc(C(=O)N3CCCCCC3)c(C)c2c1 returned A350 autofl inactive, Texas Red fluor inactive, Caspase-7 inhib -4%, Rhodamine autofl inactive, FLuc inh 0%, Tau filament bind 3%, HEK293 cAMP cs inconclusive, ERK AVP inh inconclusive, 4MU fluor inactive, Caspase-1 inhib -1% and Fluorescein autfl inactive.
`COc1ccc(S(=O)(=O)N2CCCC2C(=O)Nc2nccs2)cc1` (stereo not given) gave A350 autofl inactive, Texas Red fluor inconclusive, Caspase-7 inhib 0%, Rhodamine autofl inactive, FLuc inh -1%, Tau filament bind -3%, HEK293 cAMP cs 7%, ERK AVP inh -10%, 4MU fluor inactive, Caspase-1 inhib -3% and Fluorescein autfl inactive.
For CC(C)OCCCn1c(=N)c(C(N)=S)cc2c(=O)n3ccccc3nc21 the results were A350 autofl 1.1e-06M*, Texas Red fluor inactive, Rhodamine autofl inactive, FLuc inh 0%[25.5 µM], 4MU fluor 9.6e-07M* and Fluorescein autfl inconclusive.
`O=C1c2c(O)cccc2Cc2cccc(O)c21` gave Caspase-7 inhib -14%, Tau filament bind -4%, HEK293 cAMP cs inconclusive, ERK AVP inh -5% and Caspase-1 inhib -1%.
Screening CCOC(=O)C1CCN(C(C(=O)Nc2ccc3c(c2)OCCO3)c2ccccc2)CC1 (stereo not given) returned A350 autofl inactive, Texas Red fluor inactive, Caspase-7 inhib 2%, Rhodamine autofl inactive, FLuc inh 2%, Tau filament bind -1%, HEK293 cAMP cs 13µM*, ERK AVP inh 15%, 4MU fluor inactive, Caspase-1 inhib 1% and Fluorescein autfl inactive.
